SIAE inh: inhibitors of human sialic acid acetylesterase SIAE; Q9HAT2; SIAE FP-Rh probe binding, fluorescence polarization; inhibition, % at 9.66 µM; actives 0.69% (n = 370,000);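 active means inhibition above a cutoff: mean of compounds within the control limits plus 3 SD of those, cut at about 17% in these data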;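 further: 0% = plate median of compound wells and 100% = probe without SIAE protein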
LEDGF integ inh: blocks HIV-1 LEDGF/p75-dependent DNA integration; TR-FRET IN-LEDGF/p75 DNA integration, Eu/Cy5; actives 0.64% (n = 370,000); AID 743269; inhibition, % at 3.7 µM;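 active means inhibition above the screen-wide mean plus 3 SD, cut at about 13% in these data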;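 further: signal is the Cy5 over europium emission ratio at 671 and 618 nm; 0% = plate median of compound wells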
PRMT1 inh: blocks human protein arginine methyltransferase 1 | recombinant PRMT1, activity-based probe fluorescence polarization | Q99873 | actives 1.3% (n = 370,000) | inhibition, % at 2.79 µM;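 active means inhibition above about 21% made by adding two undisclosed values, limit read from the data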
HTRA1 inh: inhibitors of human serine peptidase HTRA1. Q92743. recombinant HTRA1, FP-rhodamine activity-based probe, fluorescence polarization. inhibition, % at 5.96 µM. actives 0.5% (n = 340,000); in the data active means inhibition above about 36%;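 further: 0% = enzyme with DMSO and 100% = wells lacking enzyme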
ABHD4 inh: inhibits mouse alpha/beta hydrolase domain 4 | purified mABHD4, FP-Rh probe fluorescence polarization | Q8VD66 | inhibition, % at 8.92 µM | actives 0.54% (n = 370,000);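 active means inhibition exceeding the mean over every tested compound plus 3 SD, cut at about 30% in these data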;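 further: 0% = plate median of compound wells and 100% = S159A mutant with DMSO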
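Assay system: wild-type mouse ABHD4 protein; compound: single nominal dose of 8.92 µM, 0.89% DMSO final; schedule: 45 min + 60 min at 25 °C; measured by: FP readout, ex 525 nm / em 598 nm; evaluation: % inhibition of FP-Rh probe binding versus controls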
PG9 binder: PG9 antibody binding by small molecule. actives 0.43% (n = 360,000). TR-FRET gp120-PG9 antibody binding. inhibition, % at 6.7 µM; in the data active means inhibition above about 8.5%
Rev-erbA mod: Rev-erb alpha (human) modulation. actives 0.79% (n = 370,000). AID 1259318. Rev-erbα–FITC-DNA binding, fluorescence polarization, 90 min. activity, % at 10 µM;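 active means activity above about 14%, limit read from the data; passing the limit was not always enough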;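 further: 0% = DMSO wells with 35 nM protein and 100% = DMSO wells with 750 nM protein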
Target sequence (P20393 whole entry, looked up): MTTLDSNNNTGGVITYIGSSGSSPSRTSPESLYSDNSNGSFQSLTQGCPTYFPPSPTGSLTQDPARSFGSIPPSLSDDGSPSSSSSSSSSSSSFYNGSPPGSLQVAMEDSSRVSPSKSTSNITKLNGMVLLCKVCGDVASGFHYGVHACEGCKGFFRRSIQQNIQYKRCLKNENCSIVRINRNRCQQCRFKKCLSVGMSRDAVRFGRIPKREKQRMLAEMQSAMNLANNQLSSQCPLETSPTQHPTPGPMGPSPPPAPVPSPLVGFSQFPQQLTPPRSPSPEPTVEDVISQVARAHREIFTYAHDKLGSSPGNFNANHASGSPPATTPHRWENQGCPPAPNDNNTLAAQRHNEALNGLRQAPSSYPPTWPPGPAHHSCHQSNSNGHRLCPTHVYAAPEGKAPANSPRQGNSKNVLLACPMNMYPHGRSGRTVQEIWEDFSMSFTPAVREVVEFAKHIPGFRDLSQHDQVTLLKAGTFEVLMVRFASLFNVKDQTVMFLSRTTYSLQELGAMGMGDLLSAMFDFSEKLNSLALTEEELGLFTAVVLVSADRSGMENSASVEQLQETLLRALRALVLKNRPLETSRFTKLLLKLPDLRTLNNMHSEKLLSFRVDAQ
TDP2 absorb: TDP2 (human) inhibition, absorbance primary screen; inhibition, % at 12.8 µM; actives 0.34% (n = 370,000); recombinant TDP2, T5PNP hydrolysis, p-nitrophenol absorbance 415 nm;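 active means inhibition above the mean of all tested compounds plus 3 SD, set per campaign, cut at about 25% in these data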;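 further: 0% = DMSO with enzyme and 100% = buffer with substrate but no TDP2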
Target sequence (O95551 whole entry, looked up): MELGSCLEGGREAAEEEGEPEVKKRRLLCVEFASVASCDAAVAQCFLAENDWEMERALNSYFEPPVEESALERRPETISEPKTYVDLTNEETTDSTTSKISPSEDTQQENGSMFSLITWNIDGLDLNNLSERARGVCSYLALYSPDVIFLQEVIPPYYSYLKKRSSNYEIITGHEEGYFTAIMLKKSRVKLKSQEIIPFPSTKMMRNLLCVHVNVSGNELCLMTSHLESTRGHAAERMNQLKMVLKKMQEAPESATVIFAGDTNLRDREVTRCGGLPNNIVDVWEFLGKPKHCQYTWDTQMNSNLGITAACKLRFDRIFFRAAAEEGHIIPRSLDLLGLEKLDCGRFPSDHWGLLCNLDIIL
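Test system: human TDP2 enzyme; Input: 120 nM TDP2 per well; Buffer or medium: Mg2+-containing Tris-HCl buffer, pH 7.5; Reagent: 5 mM T5PNP; Dosing: 12.8 µM single point, 1% DMSO; Incubation: reaction 2 h, 37 °C; Detection: p-Nitrophenol epi absorbance; Read-out: % inhibition relative to enzyme-containing and enzyme-free wells; Replicates: single well per compound.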
rCAG RNA binder: r(CAG) repeat RNA binding; AID 651821; actives 1.3% (n = 370,000); inhibition, % at 3 µM; TO-PRO-1 dye displacement fluorescence;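 active means inhibition above the plate cutoff, the mean of all test compounds on that plate plus 3 SD, cut at about 35% in these data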;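 further: 0% = DMSO alone and 100% = 100 µM mitoxantrone as full dye displacement; higher means more dye released from RNA so lower well fluorescence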
TCR CD3 inh: inhibitors of human TCR-CD3 interaction; actives 0.37% (n = 360,000); AID 651800; TAMRA-labeled TCR probe fluorescence, biochemical; inhibition, % at 9.4 µM; in the data active means inhibition above about 19%;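 further: recombinant mutant TCR 2C K166C tagged with TAMRA read by polarization; 0% = receptor in buffer alone and 100% = receptor with positive control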
Active calls of the source: *; x = not tested or not shown.

Under each structure – SIAE inh	LEDGF integ inh	PRMT1 inh	HTRA1 inh	ABHD4 inh	PG9 binder	Rev-erbA mod	TDP2 absorb	rCAG RNA binder	TCR CD3 inh
1) CC12CCC(=O)N1C(C(=O)NCCN1C(=O)S/C(=C\c3ccccc3Cl)C1=O)CS2 (configuration not stated)
 : 2	-2	10	2	-10	0.9	6	-7	3	2
2) CN(C)CCOC(C1CCCCC1)C1CCCCC1
 : 5	3	0	3	1	-0.9	3	-7	3	7
3) Cc1c(N=C2SCC(=O)N2/N=C/c2ccccc2)c(=O)n(-c2ccccc2)n1C
 : -4	-1	-1	3	3	-0.5	1	4	-2	-2
4) COC(=O)c1cc(OC)c(OC)cc1NC(=O)Nc1ccccc1OC
 : 5	0	-3	-2	-1	0.5	-2	-3	3	-2
5) COc1ccc(C2=NNC(=Nc3cc(S(=O)(=O)N(C)C)ccc3C)SC2)c(OC)c1
 : -5	0	0	-3	3	-1.1	4	18	7	3
6) COc1ccc(-c2cnc3c(NC=O)cc(-c4ccc(C(=O)N5CCOCC5)cc4)cn23)cc1OC
 : -3	-1	1	x	0	-0.1	-6	9	9	-5
7) Cc1ccc(NC(=O)C2CCCN(c3ncnc4c3nc3n4CCCCC3)C2)cc1Cl (configuration not stated)
 : -4	-6	2	-25	-2	-0.6	-7	-10	4	-5
8) O=CN1CCCN(C(=O)CC2C(=O)NCCN2Cc2cccc(Oc3ccccc3)c2)CC1 (configuration not stated)
 : -1	4	-3	-3	-3	0.0	2	14	1	5
9) COc1ccccc1/C=N/NC(=O)c1ccc(-c2ccccc2)cc1
 : -5	4	0	-18	-15	0.4	-4	-6	2	0
10) O=C(COC(=O)CCSc1ccccc1)NCc1ccccc1
 : -8	-3	3	-1	3	0.3	-1	-14	-2	2
11) COc1ccc(/C=N/NC(=O)CCSc2nc3ccccc3s2)cc1
 : -6	-1	0	-28	-1	-1.3	5	7	10	-8
12) CCOC(=O)c1oc2ccccc2c1COC(=O)CNC(=O)c1ccco1
 : -4	-4	5	3	-9	3.3	2	-5	-5	-13
13) Cc1cc(C)cc(N(CCC(=O)O)S(=O)(=O)c2ccc(Cl)cc2)c1
 : 1	2	0	-2	-4	-1.8	-6	-12	13	5
14) CC(=O)c1cccc(NC(=O)N2CCCC(C(=O)c3cc(F)ccc3F)C2)c1 (configuration not stated)
 : 3	-2	1	-5	-3	0.8	-2	-6	-5	8
15) CCN1C/C(=N\S(=O)(=O)/N=C2\CN(CC)C(=O)N2CC)N(CC)C1=O
 : -3	0	0	0	1	-0.9	1	14	0	0
16) CC(=O)c1c(C)[nH]c(C(=O)Nc2ccc(S(=O)(=O)N(C)C)cc2)c1C
 : -4	-9	2	-1	-5	-1.7	2	-4	1	-3
17) O=C(c1cc(F)c(F)cc1Cl)N1CCCc2ccccc21
 : 2	-2	-5	-4	6	-1.0	4	1	-7	-7
18) Cc1ccc[n+](-c2nc3ccccc3nc2[N-]S(=O)(=O)c2ccccc2)c1
 : -5	1	0	2	-1	-0.7	1	0	1	-9
19) COC(=O)c1sc2ccccc2c1-n1cccc1C(=O)C(=O)Nc1ccc(F)cc1
 : -4	3	-3	-30	-20	0.8	9	2	7	-9
20) Cc1ccc(NS(=O)(=O)c2cccc(C(=O)NN3CCOCC3)c2)cc1
 : 6	-4	4	x	-3	0.2	-6	7	10	-7
21) Cn1c(CSCc2ccc(Cl)cc2Cl)n[nH]c1=S
 : -1	-4	5	-5	-3	5.0	10	2	1	-6
22) CCOc1ccc(N2C(=O)CC(Sc3nnnn3-c3ccccc3)C2=O)cc1 (configuration not stated)
 : -10	-1	76*	0	-13	0.6	2	-2	1	-3
23) Cc1ccc(S(=O)(=O)/N=C(\c2ccc(Cl)cc2)N2CCOCC2)cc1
 : -3	-2	1	7	2	-1.2	4	0	3	0
24) NC(N)=Nc1nc2ccccc2o1
 : -10	1	9	2	-3	1.4	4	-8	-1	-2
25) COc1ccc(N(Cc2cc3ccccc3[nH]c2=O)S(=O)(=O)c2ccccc2)cc1
 : -3	-6	1	-25	-12	-0.1	1	-11	10	-1
26) Cc1ccc(-n2nc(C)c3c(C)c(CCC(=O)O)c(C)nc32)cc1
 : -1	-1	5	-7	6	-0.8	-5	-5	10	0
27) c1ccc(OCc2nn3c(C4CCCCC4)nnc3s2)cc1
 : 4	-5	10	-3	5	1.1	0	-5	-4	5
28) Cc1cc(C)cc(Cn2cc(CN3CC(N4CCN(CCN(C)C)CC4)CS3(=O)=O)nn2)c1 (configuration not stated)
 : 11	2	-3	x	5	-0.1	-4	-2	4	8
29) O=C(CC1C(=O)NCCN1Cc1ccc(F)cc1)NCCN1CCCc2ccccc21 (configuration not stated)
 : 0	-4	6	3	3	-1.6	6	-1	-7	0
30) CCCCc1ccc(NC(=S)N2CCN(c3ccccn3)CC2)cc1
 : 4	-3	1	-2	2	-0.5	1	11	-3	1
31) O=C(c1ccccc1)N1CCN(S(=O)(=O)N2CCCCCC2)CC1
 : 3	-2	3	7	6	0.6	5	9	-3	-4
32) CCOC(=O)C1(CCCc2ccccc2)CCN(C(=O)C2CCCN(C(N)=O)C2)CC1 (configuration not stated)
 : 0	0	-1	2	4	-0.8	-3	-6	-9	2
33) O=C(OCC(=O)N1CCN(c2ccccc2)CC1)c1cc(Cl)ccc1[N+](=O)[O-]
 : 5	-1	5	-7	-1	-1.8	-2	-17	-7	-5
34) CCOc1ncccc1C(=O)OCc1c(Cl)cccc1Cl
 : -5	-3	2	-8	1	-1.2	4	-1	2	-7
35) N#CC(C#N)=C(N)Nc1cccc(Cl)c1
 : -2	-3	0	1	0	-1.6	-2	16	-2	4
36) CC(C)NC(=O)CN(c1cccc(Br)c1)S(C)(=O)=O
 : -4	-3	0	-5	-3	-1.1	2	13	2	2
37) CCSc1nc(-c2ccc(OC)cc2)cc(-c2ccc(OC)cc2)c1C#N
 : -6	6	-2	-9	3	1.7	10	-3	1	-2
38) Fc1ccccc1Nc1nc2ccccc2n2nnnc12
 : 8	-2	-2	9	7	-0.6	-11	7	4	11
39) COc1ccc(-c2cc(C(=O)OCC(=O)Nc3ccc4c(c3)OCO4)c3ccccc3n2)cc1
 : -5	-1	-1	-10	-18	3.0	7	9	14	1
40) CCOC(=O)c1c(C)nc2c(c1C)/C(=N/O)CC(C)(C)C2
 : 1	2	1	-1	7	0.8	0	1	-5	2
41) Cc1cccc(CSc2nc3c(cc2C#N)CCC3)c1
 : -3	3	1	-2	3	0.2	47*	-4	2	4
42) Cc1ccc(NCc2cccnc2)cc1
 : -1	-2	-1	-1	-5	-0.6	7	-8	3	3
43) CCc1nnc(NS(=O)(=O)c2ccc(N3C(=O)c4ccccc4C3=O)cc2)s1
 : 1	4	1	4	-3	-3.0	-4	-4	18	-4
44) CCCn1nc(C(=O)NCc2ccccn2)c2ccccc2c1=O
 : 0	-2	-2	-4	4	0.3	2	-11	0	7
45) COc1ccc2cc(C(c3nnnn3CCc3ccccc3)N3CCC(O)CC3)c(=O)[nH]c2c1 (configuration not stated)
 : -25	2	0	-15	-4	0.1	-2	-1	-5	-3
46) Cc1ccc(NC(=O)CSC(N)=O)cc1Cl
 : -14	-1	28*	0	0	0.5	0	-6	3	3
47) N#CC1=C(N)OC2=C(C(=O)CCC2)C12CCC1(CC2)OCCO1
 : 2	3	5	1	9	-2.4	-3	0	3	10
48) O=C1c2ccccc2C(=O)N1N=Cc1ccc2c(c1)OCO2
 : 1	-4	3	4	6	-1.9	-13	0	1	-7
49) CCCC(=O)Nc1c(-c2cccc(C)c2)c(=O)c2ccccc2n1C
 : 1	-1	0	3	5	-1.1	0	3	-1	1
50) CCOC(=O)/C=C/COc1ccccc1[N+](=O)[O-]
 : -4	0	2	-4	-1	-1.5	-2	-4	-4	-6

New compounds follow
Under each structure – SIAE inh	LEDGF integ inh	PRMT1 inh	HTRA1 inh	ABHD4 inh	PG9 binder	Rev-erbA mod	TDP2 absorb	rCAG RNA binder	TCR CD3 inh
51) O=c1[nH]c(C2CCN(S(=O)(=O)c3ccc4c(c3)OCCO4)CC2)nc2c1nnn2Cc1ccccc1F
 : -6	3	-3	3	-2	2.4	-1	-18	4	1
52) CCc1noc(C)c1C(=O)NCCc1c[nH]c2ccccc12
 : 0	-1	3	-1	3	2.4	5	6	-3	3
53) COc1ccc(/C=N/NC(=O)Cn2cnc3ccccc3c2=O)cc1
 : 3	-1	-3	2	-7	-0.4	-6	8	-1	6
54) COc1ccc2c(c1)CCN1C2CCN2C(=O)CCC21 (configuration not stated)
 : 5	0	7	1	3	-1.4	2	-1	-2	-6
55) COCCNc1ncnc2c1cnn2Cc1ccc(Cl)cc1
 : 9	-2	-2	-1	-6	0.7	-3	7	-5	3
56) Cc1nc(NC(=O)c2ccc(Cl)cc2)nc2cc3c(cc12)OCO3
 : -1	-2	3	2	-4	6.2	7	-8	2	0
57) O=C(N/N=C\c1ccncc1)c1ccccc1O
 : 5	-2	2	1	4	-1.7	8	6	3	-2
58) Cn1cc(-c2coc3c(C(=O)NCc4cccc(Cl)c4)cccc23)cn1
 : -5	-3	4	x	-29	-0.3	6	-1	4	-1
59) O=C(CNC(=O)OCc1ccccc1)Oc1ccc2ccc(=O)oc2c1
 : -4	0	-2	5	6	1.3	1	11	-3	-1
60) O=C(O)c1ccn(CSc2cc(Cl)ccc2Cl)n1
 : -4	-2	2	3	-1	-1.1	-5	4	1	-1
61) CCS(=O)(=O)Nc1ccc2c(c1)N(C(C)=O)c1ccccc1CC2
 : 0	-1	0	16	4	1.5	1	3	-3	3
62) Cc1cc2c(NC(=O)CC(C)(C)CC(=O)O)cccc2nn1
 : 6	-1	-3	2	11	-2.6	-1	17	1	6
63) CN1C/C(=C/c2ccsc2)C(=O)/C(=C/c2ccsc2)C1
 : 3	1	1	0	-3	-3.4	-3	-7	-1	9
64) C[C@@H]1COC(=O)[C@@H](Cc2ccc(F)cc2)C/C=C\C[C@@H](CC(=O)N[C@H](CO)Cc2ccccc2)C(=O)N1
 : 1	-2	0	-1	3	0.0	3	11	-10	7
65) COc1ccccc1NC(=O)Nc1nc(C(C)(C)C)cs1
 : -7	0	5	18	-7	2.1	4	-8	0	2
66) O=C(CSc1ccc(Br)cc1)Nc1ccccc1Oc1ccccc1
 : 1	1	0	-2	4	-0.6	2	1	4	1
67) Nn1cc(-c2ccccc2)nc1SCC(=O)NCCc1ccccc1
 : -2	-2	11	-6	-2	-1.0	0	1	-2	-4
68) O=C(CSc1nc2[nH]ncc2c(=O)[nH]1)N1CCCCC1
 : 4	3	-5	2	1	-2.0	1	15	1	-1
69) CCOc1ccccc1NC(=O)NCc1ccccn1
 : 3	-2	-3	-1	5	-0.3	9	3	-3	4
70) CS(=O)(=O)c1ccc(NC(=O)CCCc2nc3ccccc3c(=O)[nH]2)cc1
 : 6	1	3	-2	7	1.5	-5	-2	-1	-4

Bioassay records as filed in PubChem BioAssay.

These rows are one share of the data. The share of hits here may be higher or lower than overall.
